Bioassay records deposited in PubChem BioAssay by MTDP.
RNase H inhibition: RNase H inhibition, HIV 1 Gag Pol polyprotein, FRET biochemical assay, screening (AID 372). HIV-1 RT RNase H, FRET RNA/DNA substrate fluorescence; higher % means a stronger effect. one-dose inhibition, % at 10 µM; IC50 in µM for titrated hits. 100,000 compounds, 0.77% hits; in the data active = inhibition above about 50%
* = called active by the depositor. The list is partial; rates above refer to the full screens.

SMILES | RNase H inhibition
CCOc1cc(C=C2C(=O)NC(=S)NC2=O)ccc1OC(=O)c1ccc(Cl)cc1 | 15%
O=C1CSC(c2ccccc2)N1 (stereo not given) | 2%
CCc1cccc(C)c1NC(=O)c1ccc([N+](=O)[O-])o1 | 1%
CCOc1ccc(/C=C2\C(=O)NC(=S)N(c3ccc(F)cc3)C2=O)cc1OC | 0%
CC(/C=C/c1ccc(I)cc1)=C\C(=O)O | 5%
COc1ccc(CNC(=O)C2c3ccccc3Oc3ccccc32)cc1 | 0%
Clc1ccc2nc3c(nc2c1)-c1cccc2cccc-3c12 | 0%
CCOC(=O)C1=C(C)N=c2s/c(=C\c3ccc(Cl)cc3Cl)c(=O)n2C1c1cccc([N+](=O)[O-])c1 (stereo not given) | 7%
Cc1ccc(CNC(=O)CCSc2ccccc2)cc1 | 6%
CCC(CC)NC(=O)/C=C/c1ccccc1Cl | 15%
CCOc1ccc(NC(=O)CSc2nc3ccc(NC(=O)c4ccccc4OC)cc3s2)cc1 | 8%
COc1ccc([N+](=O)[O-])cc1NS(=O)(=O)c1ccc(NC(C)=O)cc1 | 9%
O=C(CN(c1ccccc1)S(=O)(=O)c1ccccc1[N+](=O)[O-])Nc1ccccc1Br | 9%
O=C(O)c1cc(-c2ccc(/C=N/Nc3nc(Nc4ccc(F)cc4)nc(N4CCCCC4)n3)o2)ccc1O | 14%
COc1ccc(OC)c(C2NC(=S)NC(C)=C2C(=O)Nc2ccc(C)c(C)c2)c1 (stereo not given) | 11%
CCc1ccc(-c2nc(-c3ccncc3)no2)cc1 | 36%
CC(=O)Nc1ccc(NC(=S)NC(=O)/C=C/c2ccc(Cl)cc2)cc1 | 3%
COC(=O)CN(c1cc(Cl)ccc1OC)S(=O)(=O)c1ccc(C)c([N+](=O)[O-])c1 | 7%
Cn1nnnc1SCC(=O)c1ccc(Br)cc1 | 2%
CCOc1ccc(C2C(C(=O)OCCOC)=C(C)NC3=C2C(=O)CC(C)(C)C3)cc1 (stereo not given) | 6%
CC(C)(C)N1C(=O)c2ccc(C(=O)c3ccc(C(=O)O)cc3)cc2C1=O | 0%
O=C(NCCCNc1ccc([N+](=O)[O-])cc1)c1cc2ccccc2o1 | 0%
Cc1ccc(-c2ccc(/C=C(/C#N)C(=O)NCc3ccccc3)o2)c(Br)c1 | 0%
COC(=O)c1ccc(-c2ccc(/C=C3\C(=O)NC(=S)N(c4ccccc4F)C3=O)o2)c(C)c1 | 16%
CC(C)(C)c1ccccc1OCC(O)CN1CCN(CCO)CC1 (stereo not given) | 1%
COc1c(Cl)cc(Cl)cc1/C=c1/sc2nc3ccccc3n2c1=O | 18%
O=C(Nc1nc(-c2ccc(Cl)s2)cs1)C(c1ccccc1)c1ccccc1 | 8%
COc1ccccc1-c1nc(-c2cccc3ccccc23)cc(=O)o1 | 17%
CC(N=CC1=C(O)CC(C)(C)CC1=O)c1ccccc1 (stereo not given) | 10%
COCCOC(=O)c1ccc(NC(=O)COc2ccc(C)c(C)c2)cc1 | 0%
Cc1cc(C)cc(OCC(=O)Nc2ccc(Cl)cn2)c1 | 12%
Cc1c(Cl)cccc1NC(=O)C(=O)NNS(=O)(=O)c1ccc(F)cc1 | 0%
CCOC(=O)C1=C(C)N=c2s/c(=C/c3ccc(C(=O)OC)cc3)c(=O)n2C1c1ccc(Cl)cc1 (stereo not given) | 9%
COc1ccc(NS(=O)(=O)c2ccc(C)cc2)cc1[N+](=O)[O-] | 0%
c1ccc(-c2noc(-c3cccs3)n2)nc1 | 9%
N#CC1=C(N)Oc2cc(N)ccc2C1c1cccc(Oc2ccccc2)c1 (stereo not given) | 5%
N#CC1=C(N)NC(SCC(=O)c2ccc(Cl)cc2)=C(C#N)C12CCCC2 | 15%
O=C1CC(N2CCN(c3cccc(Cl)c3)CC2)C(=O)N1c1ccc(F)cc1 (stereo not given) | 7%
C/C(=N\NC(=O)CCC(=O)Nc1ccccc1C)c1ccc(O)cc1O | 7%
Cc1no[n+]([O-])c1COc1ccc(C=C2C(=O)NC(=O)NC2=O)cc1 | 15%
CCN(CC)c1ccc(C2Oc3nc(SC)nnc3-c3ccccc3N2C(C)=O)c(OC)c1 (stereo not given) | 48%
O=C(CC1Nc2ccccc2NC1=O)Nc1ccccc1NC(=O)CC1Nc2ccccc2NC1=O (stereo not given) | 12%
Cc1ccccc1NS(=O)(=O)c1ccc(Cl)cc1 | 6%
COc1ccc(C(=O)/C=C/Nc2cc(Cl)cc(Cl)c2)cc1 | 18%
O=C(Nc1nc(-c2ccc3ccccc3c2)cs1)c1cc2ccccc2oc1=O | 5%
O=C(Nc1ccc(Cl)cc1)c1ccc(Cl)cc1 | 6%
CCOC(=O)C(CCC(=O)CC(C)C)C(C)=O (stereo not given) | 3%
CCN(C(=O)c1sc(NC(=O)c2ccc(Cl)cc2)c(C#N)c1C)C1CCCCC1 | 10%
O=C(/C=C/c1cccc([N+](=O)[O-])c1)c1c(-c2ccccc2)c2cc(Br)ccc2[nH]c1=O | 29%
COc1ccc2c(c1)OCC/C2=N/OC(=O)c1ccccc1SC | 2%
COc1ccccc1-c1coc2cc(OC(=O)c3ccccc3C)ccc2c1=O | 12%
CC(C)C(=O)NC(=S)Nc1ccccc1Cl | 3%
COc1ccc(OC)c(C2C(C(=O)OCCOc3ccccc3)=C(C)NC3=C2C(=O)CCC3)c1 (stereo not given) | 0%
Oc1cccc(-c2nc3ccc4ccccc4c3c3c2CCCC3)c1 | 34%
CCOc1ccccc1/C=N/Nc1ccccc1[N+](=O)[O-] | 0%
CN1C(=O)C2(NN=C(c3ccccc3)S2)c2ccccc21 (stereo not given) | 16%
COc1ccc(-c2cc(=O)oc3cc(OCC(=O)c4ccc(Cl)cc4)ccc23)cc1 | 2%
NC(=O)c1cc(NC(=O)COc2ccc(F)cc2)ccc1Cl | 10%
COc1ccc(N(CC(=O)NCc2ccccc2)S(C)(=O)=O)cc1Cl | 7%
CC1=C(C(=O)OCCc2ccccc2)C(c2ccccc2OCc2ccccc2)C2=C(CCCC2=O)N1 (stereo not given) | 33%
Carrying on:
SMILES | RNase H inhibition
Cc1ccc(NC(=O)/C=C/C(=O)c2ccccc2)cc1 | 0%
COc1ccc(C(=O)c2ccccc2)c2c(O)ccc(C(=O)c3ccccc3)c12 | 28%
COc1ccc(C(=O)Nc2ccccc2C(=O)Nc2ccc(C(=O)O)cc2)cc1 | 0%
Cc1cccc(Cn2c(=O)sc3ccccc32)c1 | 24%
COc1ccc(/C=C2\SC(=O)N(CC(=O)Nc3nccs3)C2=O)cc1OC | 2%
COc1ccccc1NC(=O)C1=C(C)NC(=S)NC1c1ccc(Cl)cc1 (stereo not given) | 8%
CCCSc1nnc2c(n1)OC(c1cc(Br)cc(Br)c1OC)Nc1ccccc1-2 (stereo not given) | 25%
N#CC1=C(N)Oc2cc(N)ccc2C1c1cccc(Cl)c1Cl (stereo not given) | 12%
Cc1ccc(N(CC(=O)NCCSc2ccccn2)S(C)(=O)=O)cc1 | 17%
COc1cc(N2C(=O)NC(=O)/C(=C\c3cnc(-c4ccccc4)nc3)C2=O)cc(OC)c1OC | 36%
CCC(C)(C)C1CCc2c(sc(NC(=O)CCCC(=O)O)c2C(N)=O)C1 (stereo not given) | 2%
O=C(Cc1cccc2ccccc12)N/N=C/c1ccc(C(=O)O)cc1 | 11%
N#CC1=C(N)Oc2c(cc(Cl)c3ccccc23)C1c1ccc(F)cc1 (stereo not given) | 38%
CCOC(=O)COc1ccccc1C1Oc2nc(SC)nnc2-c2ccccc2N1C(=O)CC (stereo not given) | 3%
COCCOC(=O)c1c(C)oc2ccc(O)cc12 | 0%
S=C1NC(c2ccccc2)N2C(=S)NC(c3ccccc3)N12 (stereo not given) | 3%
Cc1cc(-n2cc(I)c(=O)[nH]c2=O)nc(-c2ccccc2)n1 | 7%
O=C(O)CCCCCN1C(=O)C(O)=C(C(=O)/C=C/c2ccccc2)C1c1cccc(F)c1 (stereo not given) | 4%
Cc1ccc(S(N)(=O)=O)cc1NC(=O)c1ccc([N+](=O)[O-])cc1Cl | 0%
O=C(N/N=C/c1ccccc1I)c1ccco1 | 0%
COc1ccc(/C=C(\NC(=O)c2ccccc2)C(=O)Nc2ccc(Cl)cc2)cc1 | 4%
CC(=O)c1ccc(N2C(=O)CC(SC(=NCCc3ccccc3)Nc3ccc(F)cc3)C2=O)cc1 (stereo not given) | 6%
COc1c(Cl)cc(C(=O)Nc2ccc(F)cc2)cc1Cl | 7%
COc1c(Cl)cc(Cl)cc1/C=C/c1cc(C(F)(F)F)[nH]c(=O)n1 | 15%
Cc1cc(OCC(=O)Nc2ccc3oc(-c4cccnc4)nc3c2)cc(C)c1Cl | 15%
CS(=O)(=O)N(CC(=O)NCc1ccco1)c1ccc(F)cc1 | 0%
Cc1ccc(N2CCN(/N=C\c3ccccc3[N+](=O)[O-])CC2)cc1 | 5%
CC1=NN(c2ccccc2)C(=O)/C1=C\c1cc([N+](=O)[O-])ccc1N(C)C | 11%
O=C(O)c1ccc(NC(=O)C(Cl)Cl)cc1 | 2%
COc1ccc(C(=O)Nc2ccc(Br)cn2)cc1OC | 6%
COc1ccc(C(=O)Nc2ccccc2C(=O)Nc2nc3ccccc3n2C)cc1 | 11%
COc1ccc(NC(=S)NC(=O)C23CC4CC(CC(C4)C2)C3)cc1 | 22%
O=C1NC(=O)C(=CN2CCC(Cc3ccccc3)CC2)C(=O)N1 | 5%
Clc1cc(Cl)c2nc3[nH]c4ccc(Br)cc4c3nc2c1 | 3%
CC1=NN(c2cccc(C(=O)O)c2)C(=O)/C1=C\c1ccc(O)c([N+](=O)[O-])c1 | 8%
COc1ccc(C(=O)NNC(=O)c2ccccc2F)cc1 | 0%
Cc1ccc(NS(=O)(=O)c2ccc3ccccc3c2)cc1Cl | 22%
CC(=O)Nc1ccc(Nc2c(Cc3ccccc3)c(C)c(C#N)c3nc4ccccc4n23)cc1 | 16%
Cc1ccccc1/C=N/NC(=O)c1cccc(I)c1 | 15%
NC(=O)c1ccccc1N=Cc1ccccc1Cl | 7%
COc1ccc(-c2nc3cc(NC(=O)c4ccc([N+](=O)[O-])cc4)ccc3o2)cc1Cl | 8%
O=C(NNC(=O)c1sc2cc(F)ccc2c1Cl)Nc1ccc(Cl)cc1 | 57%*
Brc1ccc(N=Cc2ccc(N3Cc4ccccc4C3)cc2)cc1 | 32%
O=C(CSc1nc(-c2ccccc2)cc(-c2ccccc2)n1)Nc1cccc([N+](=O)[O-])c1 | 14%
Cc1ccc(C)c(N2C(=O)c3ccc(C(=O)OCC(=O)c4ccc(Br)cc4)cc3C2=O)c1 | 0%

4 entries out of the list, arranged by length of the SMILES, lowest first.
SMILES | RNase H inhibition
Cc1ccc(NS(=O)(=O)c2ccc3ccccc3c2)cc1Cl | 22%
Clc1cc(Cl)c2nc3[nH]c4ccc(Br)cc4c3nc2c1 | 3%
O=C(NNC(=O)c1sc2cc(F)ccc2c1Cl)Nc1ccc(Cl)cc1 | 57%*
COc1ccc(-c2nc3cc(NC(=O)c4ccc([N+](=O)[O-])cc4)ccc3o2)cc1Cl | 8%

(cont.)
SMILES | RNase H inhibition
COc1ccc(-c2cc(C(F)(F)F)n3nc(C(=O)OC(C)C)cc3n2)cc1OC | 11%
C=CCn1c(SCC(=O)NCCCN2CCOCC2)nc2sc(C)c(C)c2c1=O | 0%
O=C(N/N=C/c1c(F)cccc1Cl)c1ccc(F)cc1 | 14%
Cc1cc2nc(-c3cccc(NC(=O)c4ccc(Cl)cc4Cl)c3)oc2cc1C | 2%
COc1cc(C=NN2CCN(Cc3ccccc3)CC2)cc(OC)c1OC | 3%
O=C(Cc1ccc(Br)cc1)NCC1CCCO1 (stereo not given) | 6%
COc1ccc(/C=C/C(=O)Nc2ccc(OC)c(OC)c2)cc1OC | 6%
COc1ccc(C(=O)NC(=S)Nc2ccc(Cl)c(-c3nc4ccccc4s3)c2)cc1Cl | 43%
COc1cc(CN2CCN(c3ccccc3F)CC2)ccc1OCc1ccccc1 | 18%
Cc1ccc(S(=O)(=O)NCCc2ccc(S(N)(=O)=O)cc2)cc1 | 6%
CC1CCCC/C1=N/NC(=O)c1sc2ccccc2c1Cl (stereo not given) | 5%
COc1cccc(C(=O)Nc2ccc(-c3cc4ccccc4oc3=O)cc2)c1 | 45%
CCOC(=O)C1CCN(C(=O)c2cccc(C)c2)CC1 | 10%
Cc1ccc(C2CC(C(F)(F)F)n3nc(C(=O)Nc4ccc(C(C)O)cc4)cc3N2)cc1 (stereo not given) | 11%
CC1(C)NC(=O)N(CC(O)CN(c2ccccc2)S(=O)(=O)c2ccc([N+](=O)[O-])cc2)C1=O (stereo not given) | 8%

Of the compounds above, 16 contain a nitro group on carbon.
SMILES | RNase H inhibition
CCc1cccc(C)c1NC(=O)c1ccc([N+](=O)[O-])o1 | 1%
CCOC(=O)C1=C(C)N=c2s/c(=C\c3ccc(Cl)cc3Cl)c(=O)n2C1c1cccc([N+](=O)[O-])c1 (stereo not given) | 7%
COc1ccc([N+](=O)[O-])cc1NS(=O)(=O)c1ccc(NC(C)=O)cc1 | 9%
O=C(CN(c1ccccc1)S(=O)(=O)c1ccccc1[N+](=O)[O-])Nc1ccccc1Br | 9%
COC(=O)CN(c1cc(Cl)ccc1OC)S(=O)(=O)c1ccc(C)c([N+](=O)[O-])c1 | 7%
O=C(NCCCNc1ccc([N+](=O)[O-])cc1)c1cc2ccccc2o1 | 0%
COc1ccc(NS(=O)(=O)c2ccc(C)cc2)cc1[N+](=O)[O-] | 0%
O=C(/C=C/c1cccc([N+](=O)[O-])c1)c1c(-c2ccccc2)c2cc(Br)ccc2[nH]c1=O | 29%
CCOc1ccccc1/C=N/Nc1ccccc1[N+](=O)[O-] | 0%
Cc1ccc(S(N)(=O)=O)cc1NC(=O)c1ccc([N+](=O)[O-])cc1Cl | 0%
Cc1ccc(N2CCN(/N=C\c3ccccc3[N+](=O)[O-])CC2)cc1 | 5%
CC1=NN(c2ccccc2)C(=O)/C1=C\c1cc([N+](=O)[O-])ccc1N(C)C | 11%
CC1=NN(c2cccc(C(=O)O)c2)C(=O)/C1=C\c1ccc(O)c([N+](=O)[O-])c1 | 8%
COc1ccc(-c2nc3cc(NC(=O)c4ccc([N+](=O)[O-])cc4)ccc3o2)cc1Cl | 8%
O=C(CSc1nc(-c2ccccc2)cc(-c2ccccc2)n1)Nc1cccc([N+](=O)[O-])c1 | 14%
CC1(C)NC(=O)N(CC(O)CN(c2ccccc2)S(=O)(=O)c2ccc([N+](=O)[O-])cc2)C1=O (stereo not given) | 8%
